# Bioassay records (PubChem)
# hIAP activ: human IAP activation; purified human IAP, CDP-Star luminescence, 30 min; hits give high values; 1 = vehicle-only enzyme, 0 = enzyme-free background; P09923; AID 2524; activation factor at 10 µM; 0.16% of 330,000 active;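 active means activation factor of the enzyme at least 2-fold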; further: the source names both 10 and 20 µM as test concentration; values of inactives mirror those of a sister screen read the other way
# A3G deaminase: inhibitors of human APOBEC3G DNA deaminase; Q9HC16; recombinant A3G, ssDNA deamination FAM/TAMRA fluorescence; inhibition, % at 20 µM; 0.28% of 330,000 active;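 active means inhibition of at least 40% at 20 µM, with no more than 30% in the related APOBEC3A deaminase screen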;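 further: plate controls were DMSO wells with A3G for no effect and wells lacking A3G enzyme for full effect; some compounds called inactive have numbers as strong as hits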
# Target sequence (Q9HC16 whole entry, looked up): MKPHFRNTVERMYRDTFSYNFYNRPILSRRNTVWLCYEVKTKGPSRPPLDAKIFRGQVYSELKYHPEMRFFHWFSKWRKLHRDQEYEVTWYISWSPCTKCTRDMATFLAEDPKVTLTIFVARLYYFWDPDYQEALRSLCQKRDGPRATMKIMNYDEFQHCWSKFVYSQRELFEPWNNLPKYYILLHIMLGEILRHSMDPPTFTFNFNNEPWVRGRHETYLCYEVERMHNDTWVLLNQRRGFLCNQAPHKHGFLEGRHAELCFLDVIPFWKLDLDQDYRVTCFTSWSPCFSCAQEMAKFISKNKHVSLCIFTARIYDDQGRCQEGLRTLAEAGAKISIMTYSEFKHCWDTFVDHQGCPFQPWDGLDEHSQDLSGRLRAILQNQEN
# mIAP inh: mouse IAP inhibition. purified mouse IAP, CDP-Star luminescence, 30 min. inhibition, % at 10 µM. 0.2% of 330,000 active. AID 2806;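 active means inhibition of at least 40% at 10 µM in the primary screen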;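 further: plate controls were DMSO with enzyme for no effect and no enzyme wells for full effect; values of inactives mirror those of a sister screen read the other way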
# MIN6 prolif: induces beta-cell replication in MIN6 cells; 0.29% of 330,000 active; proliferation, % at 10 µM; MIN6 cells proliferation, ATPlite luminescence, 48 h; cells starved in 0.2% serum; 100% = growth in 10% serum;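 active means compounds whose signal lies at least 3.5 SD above the mean of all wells on their plate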;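 further: 0% = DMSO-treated cells in low-serum medium and 100% = 10% serum control; some compounds called inactive have numbers as strong as hits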
# hIAP inh: blocks human intestinal alkaline phosphatase; AID 2544; purified IAP, CDP-Star luminescence, 30 min; inhibition, % at 10 µM; P09923; 0.12% of 330,000 active;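 active means inhibition reaching a set limit with compound at 10 µM in the primary screen, cut at about 35% in these data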;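 further: plate controls were DMSO wells with enzyme for no effect and no-enzyme buffer wells for full effect; values of inactives mirror those of a sister screen read the other way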
# mIAP act: mouse IAP activation | muIAP, CDP-Star luminescence, 30 min; hits give high values; 1 = vehicle-only enzyme signal, 0 = enzyme-free wells | activation factor at 10 µM | 0.24% of 330,000 active | AID 2805;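 active means activation factor of at least 2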; further: the source names both 10 and 20 µM as test concentration; values of inactives mirror those of a sister screen read the other way
#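 System: mouse IAP enzyme. Reagent: CDP-Star chemiluminescent phosphatase substrate. Benchmarks: DMSO wells, no-enzyme wells. Times: 30 min enzyme-substrate-compound incubation at room temperature. Detection: luminescence from enzymatic CDP-Star hydrolysis. Doses: test compounds delivered from DMSO solution.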
# MPTP inh: permeability transition pore inhibition. isolated mouse mitochondria, Ca2+ swelling absorbance, 30 min. inhibition, % at 10 µM. 1.4% of 360,000 active. AID 602449;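 active means inhibition of 50% or more, scaled per plate between neutral and stimulator controls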;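 further: 0% = DMSO wells given calcium and 100% = 1 mM EGTA wells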
# APOBEC3A inh: human APOBEC3A DNA deaminase inhibition. inhibition, % at 20 µM. AID 493011. P31941. recombinant A3A, FAM/TAMRA ssDNA deamination fluorescence. 0.41% of 330,000 active;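 active means at least 40% inhibition at 20 µM here, with at most 30% in a related deaminase screen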;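 further: plate controls were A3A with DMSO for no effect and wells lacking A3A enzyme for full effect; some results filed as inactive read as strong as hits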
# Target sequence (P31941 whole entry, looked up): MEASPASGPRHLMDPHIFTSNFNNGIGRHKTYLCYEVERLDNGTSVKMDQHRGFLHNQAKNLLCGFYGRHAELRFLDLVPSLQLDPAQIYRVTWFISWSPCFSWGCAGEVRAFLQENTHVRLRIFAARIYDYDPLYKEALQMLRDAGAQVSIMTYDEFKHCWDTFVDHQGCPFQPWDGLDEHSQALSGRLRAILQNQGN
# GRIN3A LBD mod: NR3A (human) ligand-binding domain modulation. AID 1259313. NR3A LBD differential scanning fluorimetry, Tm shift; 0% = protein alone, 100% = glycine-bound protein. Tm shift relative to glycine control, % at 25 µM. 2.5% of 340,000 active;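 active means melting temperature shift of at least 10% of the positive control shift, at one fixed dose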
# * = called active by the depositor; · = no result given. Not a hit list, and some 5% of all compounds hit somewhere here.
[1] COc1ccc(-n2c(=O)c3ccccc3n(CC(=O)NC3CCCC3)c2=O)cc1
[2] Cc1cc(=O)[nH]c(SCC(=O)Nc2ccc(F)c([N+](=O)[O-])c2)n1
[3] Cc1c(O)ccc2c(-c3ccccc3)cc(=O)oc12
[4] CCN(CC1CCCN(CCc2cccc(OC)c2)C1)C(=O)c1ccoc1C (centres undefined)
[5] Cc1oc2cc([N+](=O)[O-])c(O)c([N+](=O)[O-])c2c1C(=O)c1ccc(Cl)cc1
[6] COC(CN(C)C(=O)C1CCC(CNS(=O)(=O)c2ccccc2)CC1)OC (centres undefined)
screen / no.,1,2,3,4,5,6
hIAP activ,0.79,1.1,1.1,1.1,0.85,0.94
A3G deaminase,6,-6,-8,-9,0,-8
mIAP inh,-8,-12,4,3,18,11
MIN6 prolif,0,-5,1,1,1,-3
hIAP inh,21,-7,-11,-6,15,6
mIAP act,1.1,1.1,0.96,0.97,0.82,0.89
MPTP inh,-1.2,0.4,1.8,0.9,76*,-0.3
APOBEC3A inh,2,-1,-5,0,6,-3
GRIN3A LBD mod,-4,-3,-19,4,-3,1

[7] Cc1c(C)n(C)c2ccc(C(=O)NCCc3ccco3)cc12
[8] CCOC(=O)C(NC(C)=O)(Nc1ccc(S(=O)(=O)Nc2ccncn2)cc1)C(F)(F)F (centres undefined)
[9] O=c1cc(Cn2ccnc2)c2cc3c(cc2o1)CCC3
[10] O=C(Cn1c(=O)cnc2ccccc21)NNC(=O)c1ccc(Cl)cc1
[11] COc1ccc(C(=O)NC2CCN(C(=S)NCc3ccco3)CC2)cc1
[12] Cc1cccc(-n2c(C)n[nH]c2=S)c1C
screen / no.,7,8,9,10,11,12
hIAP activ,1.2,1.2,0.96,1.1,1.1,1.1
A3G deaminase,1,-7,-6,-3,-13,-6
mIAP inh,5,8,4,-10,-3,7
MIN6 prolif,4,-2,2,2,-2,0
hIAP inh,-23,-23,4,-9,-13,-15
mIAP act,0.95,0.92,0.96,1.1,1,0.93
MPTP inh,-0.7,0.0,1.6,-0.9,-1.6,-0.6
APOBEC3A inh,-1,-7,-6,-3,-10,-6
GRIN3A LBD mod,0,-1,-1,4,-2,0

[13] CCOC(=O)c1ccc(NC(=O)c2ccccc2C)cc1
[14] COc1ccc(CCN(C(=S)Nc2ccccc2)C2CC(=O)N(c3ccccc3)C2=O)cc1 (centres undefined)
[15] Cc1ccc2cc(C=O)c(Cl)nc2c1
[16] CC(=O)[C@@H]1[C@@H]2C(=O)N(c3ccc(F)c(Cl)c3)C(=O)[C@@H]2C2c3ccccc3C=CN21 (some centres undefined)
[17] C=CCN1C(=O)C(CC(=O)Nc2ccc(OCC)cc2)N(Cc2ccccn2)C1=S (centres undefined)
[18] COc1cccc(-n2c(SC)nnc2-c2cnccn2)c1
screen / no.,13,14,15,16,17,18
hIAP activ,0.75,1.1,0.89,1.2,1.1,1.1
A3G deaminase,-5,1,-7,-5,-1,-6
mIAP inh,3,-16,10,-3,-1,-1
MIN6 prolif,0,-4,0,-6,-3,-2
hIAP inh,25,-14,11,-15,-10,-11
mIAP act,0.97,1.2,0.9,1,1,1
MPTP inh,0.8,1.3,2.1,·,0.9,-0.3
APOBEC3A inh,2,2,-2,-2,1,-1
GRIN3A LBD mod,-3,17*,4,·,-6,-1

[19] CCN(CC)CCOc1nc(C)nc2c1oc1ccccc12
[20] Cc1cc(C(=O)NCc2cccnc2)no1
[21] O=C(/C=C/c1ccccc1)N(Cc1cccc(Cl)c1)C1CCS(=O)(=O)C1 (centres undefined)
[22] COc1ccc(/C=N/n2cnc3c(sc(=S)n3-c3ccccc3)c2=O)cc1
[23] Cc1ccc(-c2ccc(=O)n(Cc3ccc(F)cc3Cl)n2)cc1
[24] COC(=O)c1cc(C(=O)c2ccc(Cl)cc2Cl)cn1C
screen / no.,19,20,21,22,23,24
hIAP activ,0.85,1.1,1.1,0.9,0.87,1
A3G deaminase,0,-3,-3,-6,-3,-7
mIAP inh,-4,2,2,7,18,-12
MIN6 prolif,-3,-2,-2,0,-5,-2
hIAP inh,15,-5,-7,10,13,0
mIAP act,1,0.98,0.98,0.93,0.81,1.1
MPTP inh,-0.3,-1.2,0.7,0.8,0.0,0.2
APOBEC3A inh,0,2,0,-5,-1,-1
GRIN3A LBD mod,0,-1,0,16*,-10,-2

[25] COc1ccc(Cn2c(O)c(C=Nc3ccccc3)c3ccccc3c2=O)cc1
[26] N=c1c(S(=O)(=O)c2ccc(Cl)cc2)cc2c(=O)n3ccccc3nc2n1CCc1ccccc1
[27] CC1(C)Cc2nc3sc4c(N5CCCC5)nnnc4c3cc2CO1
[28] CCOC(=O)/C(C#N)=C/c1c(N2CCN(C)CC2)nc2c(C)cccn2c1=O
[29] COCCNC(=O)[C@@H]1CSC2c3ccccc3C(=O)N21 (some centres undefined)
[30] CN(C)C(=O)COC(=O)/C=C/c1ccccc1[N+](=O)[O-]
screen / no.,25,26,27,28,29,30
hIAP activ,0.93,1.1,1.1,0.79,0.98,0.9
A3G deaminase,0,-8,-3,-7,-4,-7
mIAP inh,8,7,-2,6,6,-2
MIN6 prolif,-2,-4,0,-3,3,-3
hIAP inh,7,-7,-12,21,2,10
mIAP act,0.92,0.93,1,0.94,0.94,1
MPTP inh,1.3,-0.9,·,-0.6,-0.6,-0.9
APOBEC3A inh,2,-3,-4,-2,3,1
GRIN3A LBD mod,-17,·,·,3,0,-4

# Structures from the list above containing four or more nitrogen atoms (9):
[2] Cc1cc(=O)[nH]c(SCC(=O)Nc2ccc(F)c([N+](=O)[O-])c2)n1
[8] CCOC(=O)C(NC(C)=O)(Nc1ccc(S(=O)(=O)Nc2ccncn2)cc1)C(F)(F)F (centres undefined)
[10] O=C(Cn1c(=O)cnc2ccccc21)NNC(=O)c1ccc(Cl)cc1
[17] C=CCN1C(=O)C(CC(=O)Nc2ccc(OCC)cc2)N(Cc2ccccn2)C1=S (centres undefined)
[18] COc1cccc(-n2c(SC)nnc2-c2cnccn2)c1
[22] COc1ccc(/C=N/n2cnc3c(sc(=S)n3-c3ccccc3)c2=O)cc1
[26] N=c1c(S(=O)(=O)c2ccc(Cl)cc2)cc2c(=O)n3ccccc3nc2n1CCc1ccccc1
[27] CC1(C)Cc2nc3sc4c(N5CCCC5)nnnc4c3cc2CO1
screen / no.,2,8,10,17,18,22,26,27
hIAP activ,1.1,1.2,1.1,1.1,1.1,0.9,1.1,1.1
A3G deaminase,-6,-7,-3,-1,-6,-6,-8,-3
mIAP inh,-12,8,-10,-1,-1,7,7,-2
MIN6 prolif,-5,-2,2,-3,-2,0,-4,0
hIAP inh,-7,-23,-9,-10,-11,10,-7,-12
mIAP act,1.1,0.92,1.1,1,1,0.93,0.93,1
MPTP inh,0.4,0.0,-0.9,0.9,-0.3,0.8,-0.9,·
APOBEC3A inh,-1,-7,-3,1,-1,-5,-3,-4
GRIN3A LBD mod,-3,-1,4,-6,-1,16*,·,·

[28] CCOC(=O)/C(C#N)=C/c1c(N2CCN(C)CC2)nc2c(C)cccn2c1=O
screen / no.,28
hIAP activ,0.79
A3G deaminase,-7
mIAP inh,6
MIN6 prolif,-3
hIAP inh,21
mIAP act,0.94
MPTP inh,-0.6
APOBEC3A inh,-2
GRIN3A LBD mod,3
